E-sel inducer = E-selectin induction on HUVECs | P16581 | HUVEC E-selectin immunofluorescence imaging; normalized: neutral wells 0, TNF-alpha wells 100 | activation, % at 7.58 µM | 260,000 compounds, 0.37% hits;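 active = mean E-selectin-positive cell signal at least 10% of the positive control, reached in at least 60% of replicates, without over 20% cell loss; inconclusive = no rule given, readout overlaps actives, possibly toxicity-flagged; inactive = the rest, including those meeting only one limit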;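 note: in these data hits start at about 27%; measured in HUVEC primary endothelial cells; signal is the percent of cells scored E-selectin positive by PE staining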
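Assay system: HUVEC primary endothelial cells. Input: 3,000 HUVEC seeded per well. Doses: one compound dose added by pin transfer. Read-out basis: % PE-positive cells. Benchmarks: TNF-alpha high, DMSO low. Detection: immunofluorescence imaging. Buffer or medium: EGM-2, gelatin.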
esBAF inh = blocks esBAF chromatin remodeling in mouse ES cells; 350,000 compounds, 2% hits; AID 602393; Bmi1-luciferase knock-in reporter, 24 h; 100% = twice the neutral-well signal; reporter increase, % at 12.5 µM; in the data active = activation above about 40%; inconclusive = no clear call, values can overlap the other calls;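 note: 0% = median of the plate's neutral control wells and 100% = double that signal; a rise in the Bmi1 reporter signal indicates esBAF inhibition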
ARNT TACC3 PPI = disrupts binding between human ARNT and TACC3; 390,000 compounds, 0.66% hits; AlphaScreen His-ARNT PAS-B/GST-TACC3 binding, luminescence; TACC3 fragment carries E629A point mutation; inhibition, % at 9.99 µM; AID 623870;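 active = mean inhibition of replicates at least 50% and at least half of replicates each reaching 50%; inconclusive = half or more replicates reach 50% but mean below 50%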;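 note: 0% = complete ARNT plus TACC3 wells and 100% = ARNT alone without TACC3; many hits fall short of the cut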
RAD52 inh = RAD52 (human) annealing inhibition; 360,000 compounds, 0.46% hits; AID 651710; inhibition, % at 18.7 µM; P43351; recombinant RAD52 DNA annealing, FRET fluorescence;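 active = every replicate showing at least 50% inhibition; inconclusive = mean inhibition at least 50% but not in every replicate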
Target sequence (P43351 whole entry, looked up): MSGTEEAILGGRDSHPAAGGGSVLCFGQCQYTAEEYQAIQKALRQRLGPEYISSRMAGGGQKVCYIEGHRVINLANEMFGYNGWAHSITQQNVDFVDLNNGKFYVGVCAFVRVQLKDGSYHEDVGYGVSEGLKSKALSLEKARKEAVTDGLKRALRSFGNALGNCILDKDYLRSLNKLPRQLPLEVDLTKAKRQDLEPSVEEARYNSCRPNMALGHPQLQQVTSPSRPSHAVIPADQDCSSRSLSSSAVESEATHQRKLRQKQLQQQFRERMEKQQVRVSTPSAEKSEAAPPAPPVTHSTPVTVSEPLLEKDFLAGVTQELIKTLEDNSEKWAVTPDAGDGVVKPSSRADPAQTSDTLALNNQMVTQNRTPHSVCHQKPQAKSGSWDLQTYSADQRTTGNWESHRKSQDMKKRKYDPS
RAD54 branch = RAD54 (human) branch migration inhibition; Q92698; 360,000 compounds, 0.14% hits; RAD54 Holliday junction branch migration, FAM/BHQ fluorescence; inhibition, % at 10.4 µM;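 active = mean normalized replicate activity at least 40 and at least half of replicates scoring 40 or more; inconclusive = only one of the two criteria met; inactive = mean below 40 and under half of replicates reaching 40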;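 note: 0% = median of neutral control wells and 100% = median of positive control wells; inhibitors cause a drop in the FAM fluorescence signal; in these data hits start at about 50%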
Casp6 inh = blocks human caspase-6 cleavage activity. P55212. purified caspase-6, Z-VEID-R110 cleavage fluorescence. inhibition, % at 12.5 µM. 350,000 compounds, 0.53% hits. AID 686996;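 active = mean inhibition across replicates at least about 35%, with every replicate also reaching that limit, limit read from the data; inconclusive = only one of the two criteria met; inactive = neither criterion met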;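 note: 0% = median of neutral control wells and 100% = no fluorescence left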
ERp5 block = blocks human ERp5 reductase activity on insulin | ERp5 insulin aggregation, absorbance 650 nm, 90 min | AID 651711 | 350,000 compounds, 0.05% hits | inhibition, % at 9.99 µM;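 active = mean replicate inhibition above about 25%, with every replicate also reaching it, limit read from the data, passing the limit was not always enough; inconclusive = only one of those two criteria met; inactive = neither criterion met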
Target sequence (Q15084 whole entry, looked up): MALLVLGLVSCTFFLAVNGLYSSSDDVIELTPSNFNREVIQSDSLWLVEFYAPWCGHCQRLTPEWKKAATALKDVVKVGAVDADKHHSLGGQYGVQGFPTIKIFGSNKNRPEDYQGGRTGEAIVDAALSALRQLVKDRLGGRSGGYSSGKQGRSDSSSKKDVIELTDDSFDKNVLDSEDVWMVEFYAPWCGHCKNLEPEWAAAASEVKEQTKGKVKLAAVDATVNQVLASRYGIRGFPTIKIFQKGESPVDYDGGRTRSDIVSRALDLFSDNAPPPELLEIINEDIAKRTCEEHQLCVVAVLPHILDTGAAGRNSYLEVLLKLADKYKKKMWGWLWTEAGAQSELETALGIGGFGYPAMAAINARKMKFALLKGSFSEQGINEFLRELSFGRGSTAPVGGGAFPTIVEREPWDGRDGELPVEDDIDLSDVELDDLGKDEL
PglD inh = blocks C. jejuni PglD acetyltransferase activity; purified PglD enzyme, DTNB colorimetric CoA detection; inhibition, % at 12.5 µM; 360,000 compounds, 0.098% hits; AID 602405; in the data active = inhibition above about 16%, passing the limit was not always enough; inconclusive = no clear call, values can overlap the other calls; note: strong numbers were not always called active
* hit, by the source's call; ? = inconclusive; nt = no result given.

SMILES	E-sel inducer	esBAF inh	ARNT TACC3 PPI	RAD52 inh	RAD54 branch	Casp6 inh	ERp5 block	PglD inh
CC(C)Cc1nnc(NC(=O)CCS(=O)(=O)c2ccc(Cl)cc2)s1	-0.1	-10	-1	-21	3	0	0	5
CCOC(=O)c1nnn2c1nc(N1CCN(C)CC1)c1ccccc12	nt	nt	-8	0	nt	1	2	nt
N#Cc1ccc(-c2ccc([C@@H]3[C@@H](CO)N4C(=O)CNC[C@@H]34)cc2)cc1	0.0	nt	nt	28	nt	1	7	nt
O=C(CCc1c[nH]c2ccccc12)OCc1ccc(Br)cc1	0.3	-3	2	-3	20	5	3	0
COc1ccccc1S(=O)(=O)N1CCN(S(=O)(=O)c2cccs2)CC1	-0.1	-3	-2	-4	11	-1	-11	1
Cc1ccc(Nc2nc(N)nc(CSc3nc4ccccc4s3)n2)cc1	nt	13	-2	nt	-2	nt	nt	-5
O=C(c1cnccn1)N1CC(=O)N2[C@H](CO)[C@H](c3ccc(C#CCC4CCCC4)cc3)[C@@H]2C1	-0.2	nt	nt	-19	nt	0	1	nt
Cc1cc(C(=O)CSc2nnc(-c3cccs3)n2Cc2ccccc2)c(C)n1C	nt	16	7	nt	6	nt	nt	1
CCc1nc2c(OCC(=O)C(C)(C)C)cccn2c1N(C)C(=O)C1CC1	nt	-6	nt	-13	-4	-1	2	0
CCc1noc(C)c1C(=O)Oc1ccc(N(C)S(=O)(=O)c2ccc(C)c(C)c2)cc1	nt	-4	-3	-21	nt	-1	-3	nt
NC(=O)C1CCN(CC(O)COc2ccc(-c3ccccc3)cc2)CC1 (stereo not given)	nt	-10	0	-24	4	-3	-1	1
NC(=O)c1ccc(NC(=O)CSc2nc3ccccc3c(=O)n2CCCN2CCOCC2)cc1	-0.2	0	1	-15	4	0	1	8
COc1cc(OC)cc(C(=O)NCCn2ccc3ccccc32)c1	nt	13	-3	-11	-1	2	-2	-1
Cc1ccc(Sc2ncccc2C(N)=O)cc1	10	nt	-3	-1	nt	-1	3	nt
CC(=O)c1nnn(-c2nc(N3CCCC3)nc(N(c3ccccc3)c3ccccc3)n2)c1C	nt	-1	-13	nt	-5	nt	nt	7
CC(=O)Nc1ccccc1-c1nn[nH]n1	nt	4	0	nt	-19	nt	nt	10
CCOc1ccc(-c2nnc(N(CC)C(=O)C3CCC3)s2)cc1	nt	?	-11	nt	-4	nt	nt	2
CCCNC(=O)C[C@@H]1CC[C@@H]2[C@H](COC[C@H](O)CN2C(=O)Nc2cccc(Cl)c2)O1	0.0	7	-2	9	1	-1	2	-1
CCCCc1ccc(/C(C)=N/NC(=O)C2CCCC2)cc1	0.3	nt	-6	-13	-2	-2	1	-8
NS(=O)(=O)c1ccc(NC(=O)CSc2nnc(NC3CC3)s2)cc1	4.5	5	-1	-20	3	36*	-8	-1
O=C(c1ccncc1)N1C[C@H]2[C@@H](c3ccccc31)[C@@H](CO)N2C(=O)Nc1cccc(F)c1	1.4	-1	6	0	6	-2	-3	-3
Cc1cc(C(=O)NC2CCCc3c2cnn3-c2ccc(C)c(C)c2)n(C)n1 (stereo not given)	-0.2	-24	-11	-12	-1	1	-5	0
Cc1cc(NS(=O)(=O)c2ccc(NC(=O)c3ccc(Br)o3)cc2)nc(C)n1	nt	nt	1	-21	nt	11	5	nt
O=C(C[C@@H]1CC[C@@H](NC(=O)C2CCC2)[C@H](CO)O1)NCC1CC1	0.1	-1	-2	-8	8	6	-8	-19
CN1c2ccc(-c3ccc(F)cc3)cc2[C@@H]2[C@@H](CCN2C(=O)c2ccccn2)[C@H]1CO	0.1	17	4	3	3	-3	-1	-2
O=C(OCc1cc(-c2ccccc2)no1)c1ccc2ccccc2n1	nt	3	-5	nt	-24	nt	nt	-1
NS(=O)(=O)c1ccc(NC(=O)COC(=O)c2ncc(Cl)c(Cl)c2Cl)cc1	nt	6	-13	-7	nt	2	-4	nt
CCOc1ccccc1C(=O)Nc1ccccc1C(N)=O	nt	-2	-3	-8	1	2	4	-6
CC(C)NC(=O)N(C)C[C@H]1Oc2ccc(NC(=O)Cc3cn(C)c4ccccc34)cc2CC(=O)N([C@@H](C)CO)C[C@@H]1C	5.9	-3	10	-18	-14	-4	0	1
CN(C)CC(=O)Nc1ccc2c(c1)[C@H]1C[C@@H](CC(=O)NCc3cccc(F)c3)O[C@H](CO)[C@H]1O2	-0.3	-1	-2	4	3	0	-1	3
CC(C)Oc1ccc(CNC(=O)Cn2c(=O)c3cccn3c3cccnc32)cc1	nt	3	2	-5	-20	-2	-4	-1
COc1cccc(NC(=O)c2csc3c2CCCC3)c1	nt	69*	-5	11	8	-2	2	-1
CO[C@@H]1CN(C)C(=O)c2ccc(NS(=O)(=O)c3ccccc3C)cc2OC[C@H](C)NC[C@H]1C	0.2	1	2	13	-5	nt	0	3
O=C(Nc1cccnc1Cl)c1cc2ccccc2o1	nt	19	-26	-5	-5	-4	0	-2
C[C@H]1CN([C@@H](C)CO)C(=O)c2cccc(NS(=O)(=O)c3cccs3)c2O[C@H]1CN(C)S(=O)(=O)c1ccccc1	-0.1	1	1	-14	-11	0	4	-1
COC(=O)C1=C(C)N(Cc2ccccc2)C(=O)N[C@H]1c1ccc(Br)cc1	0.0	4	-24	-8	-3	0	-2	2
CC(Sc1nnnn1-c1ccc(Cl)cc1)C(=O)NCC(=O)Nc1ccc(F)c(F)c1F (stereo not given)	6.0	nt	-3	3	nt	0	5	nt
O=C(NCc1cccs1)C1CCCN(S(=O)(=O)c2ccc3c(c2)OCO3)C1 (stereo not given)	nt	1	1	17	-8	2	-1	-4
C[C@@H]1CN([C@H](C)CO)C(=O)c2cc(-c3cccnc3)cnc2O[C@@H]1CN(C)C(=O)C1CC1	-0.4	2	-8	-1	0	-3	0	2
CC1CN(C(=S)Nc2ccccc2)N(c2ccccc2)C1 (stereo not given)	nt	nt	2	-9	nt	0	4	nt
Cc1ccc(N2C(S)=C(C#N)C(=O)NC23CCCCC3)cc1	0.1	nt	2	nt	1	nt	nt	8
O=C(COC(=O)c1ccc(O)cc1)Nc1cc(C(F)(F)F)ccc1N1CCOCC1	24	-1	8	-15	-15	0	-4	2
COc1ccc(C2CC2/C(=N/OC(=O)c2cccs2)c2ccccc2)cc1 (stereo not given)	nt	68*	-15	nt	2	nt	nt	6
Cc1ccc(N2C(=O)N(CC(=O)Nc3ccc(C)c(C)c3[N+](=O)[O-])C(=O)C2C)cc1 (stereo not given)	0.1	4	0	-11	4	6	-1	0
Cc1csc(NC(=O)CSc2nnc(C)s2)n1	nt	11	-3	nt	-8	nt	nt	-1
COc1cccc(CNS(=O)(=O)c2cc3c(cc2Cl)NC(=O)CO3)c1	-0.3	-3	-2	-6	-7	1	2	-1
CN(C)C(=O)c1cccc(-c2ccc3c(c2)[C@@H]2[C@@H](CCN2C(=O)C2CCC2)[C@@H](CO)N3)c1	-0.1	nt	nt	-7	nt	-1	-15	nt
C[C@@H]1CCCCO[C@@H](CN(C)CC2CC2)[C@@H](C)CN([C@H](C)CO)C(=O)c2cc(NC(=O)Nc3cccc4ccccc34)ccc2O1	0.5	-2	-14	nt	-1	nt	nt	2
O=C(O)C1CCCCC1C(=O)Nc1ccc(OCc2ccccc2)cc1 (stereo not given)	nt	11	-2	-1	9	0	0	1
O=C(c1ccc(F)cc1)N1CCCCN2[C@H](CO)[C@H](c3ccc(C#CC4(O)CCCC4)cc3)[C@H]2C1	-0.4	nt	0	18	12	3	6	-1
COc1ccc(C(=O)COc2ccccc2N2C(=O)C3C4C=CC(C4)C3C2=O)cc1 (stereo not given)	nt	8	2	nt	2	nt	nt	4
COc1ccc(N2CCN(Cc3nc4ccsc4c(=O)[nH]3)CC2)cc1	nt	-3	-32	nt	10	nt	nt	0
Cc1cc(N/C=C/C(=O)c2ccc(Br)cc2)no1	nt	81*	0	-15	-7	3	-5	1
COc1cccc(C(=O)NC(=S)Nc2ccc(N(C)C)cc2)c1	0.1	61*	17	5	-1	1	10	-1
CCSc1nnc(NC(=O)c2ccc(F)c(S(=O)(=O)N3CCOCC3)c2)s1	nt	2	-21	-16	-9	3	-3	5
Cc1n[nH]c(C)c1CS(=O)(=O)c1ccccc1	nt	nt	-2	4	nt	0	-5	nt
COc1cc(/C(C)=N/N2CCOCC2)cc(OC)c1OC	nt	nt	-1	-9	nt	-1	8	nt
CO[C@@H]1CN(C)C(=O)c2cc(NS(=O)(=O)c3ccccc3C)ccc2OC[C@H](C)N(S(C)(=O)=O)C[C@H]1C	0.0	-2	-6	0	3	0	0	0
CC(C)(CNC(=O)c1cccc(S(=O)(=O)Nc2ccc(SC(F)F)cc2)c1)N1CCOCC1	-1.8	0	5	-22	0	-1	0	-1
C[C@@H]1CN([C@H](C)CO)C(=O)c2cc(NC(=O)NC3CCCCC3)ccc2O[C@@H](C)CCCCO[C@H]1CN(C)Cc1ccc2c(c1)OCO2	-0.1	-9	1	28	3	3	-4	4
Additional results follow:
SMILES	E-sel inducer	esBAF inh	ARNT TACC3 PPI	RAD52 inh	RAD54 branch	Casp6 inh	ERp5 block	PglD inh
COC(=O)CSc1nnc(CNc2ccc(F)cc2)o1	nt	2	-5	nt	-10	nt	nt	4
COc1ccc(-n2c(SCc3nnc(-c4ccccc4)o3)nnc2-c2ccccc2)cc1	nt	5	-4	nt	-5	nt	nt	5
COc1ccccc1NC(=O)N[C@H]1C=C[C@H](CC(=O)N[C@H](C)c2ccccc2)O[C@H]1CO	0.6	6	5	-4	-2	3	0	-3
CCc1cc2c(=O)n(-c3ccccc3)c(=S)[nH]c2s1	nt	-8	23	nt	-5	nt	nt	2
CN(c1cccc2cccnc12)S(=O)(=O)c1ccccc1	nt	6	0	2	-7	0	-2	-4
CC(=O)Nc1cccc(OCc2ccc(F)cc2)c1	nt	nt	-2	-18	nt	1	-2	nt
CC(C)c1ccc(NC(=O)N2CCN(S(=O)(=O)c3ccccc3)CC2)cc1	nt	11	-4	-1	nt	-4	-8	nt
COc1ccc(/C=N/n2c(C)nc3ccccc3c2=O)cc1OC	0.3	22	-5	-6	-1	-2	0	-7
O=C(Cc1ccc(Cl)cc1)Nc1ncccn1	-1.0	3	4	-4	3	2	-5	-2
NS(=O)(=O)c1ccc2ccccc2c1	-0.1	-13	-2	-15	-17	-4	4	0
O=C(c1ccccn1)N1CC[C@@H]2[C@H](CO)Nc3ccc(-c4ccccc4)cc3[C@@H]21	0.3	24	26	-93	-2	3	1	0
CCN(CC)S(=O)(=O)c1cc([N+](=O)[O-])ccc1NNC(=O)Nc1ccc(Cl)c(Cl)c1	nt	9	2	nt	-3	nt	nt	5
OCCN(Cc1ccccc1)Cc1ccc(F)c(F)c1	nt	-1	17	11	nt	9	-5	nt
c1csc(-c2csc3ncnc(NCCCN4CCOCC4)c23)c1	nt	-39	-6	nt	8	nt	nt	6
CCOC(=O)C1(C)CCN1C(=O)c1oc2ccccc2c1C (stereo not given)	1.0	9	nt	7	-5	-1	-1	-1
C[C@@H]1CN([C@@H](C)CO)S(=O)(=O)c2ccc(C#Cc3cccc(F)c3)cc2O[C@@H]1CN(C)S(=O)(=O)c1ccccc1F	-0.8	-1	11	-5	3	2	10	-1
CC(C)NC(=O)N[C@H]1CC[C@@H](CCNC(=O)C2CCC2)O[C@H]1CO	-0.4	-2	-7	-8	9	5	-3	-2
O=C(NCCN1CCCCCC1)C1CCCN1S(=O)(=O)c1cccc2nsnc12 (stereo not given)	0.3	2	-7	12	3	-7	1	1
CCCOC(=O)c1ccc(-c2ccc(C=O)o2)cc1	nt	76*	0	-56	-6	0	-3	-2
Cc1c(/C=N\NC(=O)c2cc3ccccc3o2)c2ccccc2n1C	nt	nt	3	-20	nt	0	1	nt
